HEK293 NFkB inh: inhibitors of the PMA/ionomycin-induced NF-kB reporter in HEK293 cells; HEK-293 NF-kB luciferase reporter, luminescence; inhibition, % at 3 µM; 0.21% of 62,000 active; AID 465;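 active = inhibition above the mean of all tested compounds plus 3 SD, cut at about 40% in these data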;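 note: 0% = stimulated DMSO wells and 100% = 10 µM reference inhibitor 5653914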
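Reagent: PMA plus ionomycin mix as NF-kB-activating stimulus. Assay system: NF-kB luciferase reporter HEK-293 cells. Technique: luminescence from luciferase substrate reagent. Incubation: 1 h compound pre-incubation, 16 h PMA/ionomycin at 37 °C. Benchmarks: DMSO only as uninhibited control, 10 µM reference inhibitor as full inhibition. Repeats: tested once.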
M1 antag: antagonists of rat M1 muscarinic receptor | P08482 | CHO-M1 cells, Fluo-4 calcium, ACh EC80 antagonist mode; stronger effect = lower value | B-score at 10 µM | 3.4% of 64,000 active;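 active = calcium fluorescence response, raw or row-and-column corrected B-score, differing from the plate sample mean either way at a set confidence level, mostly lower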
Target sequence (P08482 whole entry, looked up): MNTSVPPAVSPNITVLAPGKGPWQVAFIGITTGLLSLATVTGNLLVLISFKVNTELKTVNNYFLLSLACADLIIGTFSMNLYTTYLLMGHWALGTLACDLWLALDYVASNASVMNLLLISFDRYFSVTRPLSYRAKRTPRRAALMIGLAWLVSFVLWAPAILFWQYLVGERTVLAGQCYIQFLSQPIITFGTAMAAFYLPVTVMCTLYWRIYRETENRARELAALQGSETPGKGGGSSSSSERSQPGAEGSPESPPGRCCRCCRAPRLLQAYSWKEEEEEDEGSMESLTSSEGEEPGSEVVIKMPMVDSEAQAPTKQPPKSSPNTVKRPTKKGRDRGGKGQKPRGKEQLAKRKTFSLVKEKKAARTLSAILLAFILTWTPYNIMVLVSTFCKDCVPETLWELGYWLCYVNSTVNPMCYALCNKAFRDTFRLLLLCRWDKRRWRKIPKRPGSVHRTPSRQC
M1 agonist: agonists of M1 muscarinic receptor; CHO-M1 cells, Fluo-4 calcium fluorescence, agonist mode; stronger effect = higher value; B-score at 10 µM; 3% of 64,000 active; AID 626;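 active = fluorescence rise, raw or as B-score row- and column-corrected plate score, outside the 99.7% band of its plate's samples, either direction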
HTR1E agonist: 5-HT1E (human) receptor agonism; P28566; CHO 5-HT1E Ga15 NFAT-bla reporter, FRET; 0% DMSO wells, 100% control agonist wells; activation, % at 6 µM; 0.69% of 65,000 active; AID 574;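 active = activation above a set limit, the screen-wide mean activation plus 3 SD, cut at about 8.5% in these data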;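 note: 100% = positive control agonist at 1 µM giving full maximal response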
Target sequence (P28566 whole entry, looked up): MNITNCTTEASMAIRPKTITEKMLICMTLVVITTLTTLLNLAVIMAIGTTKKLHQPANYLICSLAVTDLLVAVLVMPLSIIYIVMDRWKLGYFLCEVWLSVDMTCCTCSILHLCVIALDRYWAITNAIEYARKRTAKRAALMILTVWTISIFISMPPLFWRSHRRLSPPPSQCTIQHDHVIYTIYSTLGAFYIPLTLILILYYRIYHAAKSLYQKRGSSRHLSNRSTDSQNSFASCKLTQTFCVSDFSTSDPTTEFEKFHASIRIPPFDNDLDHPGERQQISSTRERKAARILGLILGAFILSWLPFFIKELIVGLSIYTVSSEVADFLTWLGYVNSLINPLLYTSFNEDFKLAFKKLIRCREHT
Jurkat tox 60K: reduces viability or proliferation of Jurkat cells; Jurkat E6.1 viability, ATP luminescence, 48 h; 1.2% of 56,000 active; inhibition, % at 4 µM; AID 463;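 active = inhibition above the mean inhibition of all tested compounds plus 3 SD, cut at about 28% in these data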
5HT1E antag: blocks the human 5-HT1E serotonin receptor; CHO 5-HT1E Ga15 NFAT-bla reporter, FRET, antagonist; inhibition, % at 6 µM; P28566; 0.99% of 65,000 active;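 active = inhibition above a set limit, the mean inhibition across every tested compound plus 3 SD, cut at about 29% in these data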;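 note: signal is the 460 over 535 nm emission ratio of beta-lactamase substrate; 0% = agonist plus DMSO wells and 100% = wells without agonist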
S1P3 ag: agonists of human S1P3 receptor. activation, % at 4.5 µM. Q99500. AID 373. 0.1% of 60,000 active. S1P3 NFAT-BLA reporter cells, agonism, FRET ratio; relative to 1 µM S1P, basal subtracted;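 active = activation above the screen-wide mean plus 3 SD, cut at about 4.5% in these data, passing the limit was not always enough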; note: some compounds called inactive have numbers as strong as hits
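Material: Human S1P3 NFAT-BLA reporter CHO cells | Incubation: Overnight plating, 4 h compound 37 °C, 2 h substrate RT | Signal: FRET β-lactamase substrate fluorescence, excitation 405 nm, 460/535 nm emission ratio, background-subtracted | Compound: 4.5 µM final, single dose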
S1P1 ag pot: activates or potentiates agonism at human S1P1 receptor | P21453 | S1P1 CRE-bla cells, forskolin, beta-lactamase FRET, potentiator mode; S1P1 agonist co-added at EC20, 2 nM; 100% = saturating reference agonist, 0% = basal | activation, % at 9.5 µM | 0.57% of 56,000 active | AID 449;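 active = activation above a cutoff set at the mean activation of all tested compounds plus 3 SD, cut at about 54% in these data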;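 note: forskolin at 4 µM as EC80 and the EC20 agonist is SEW2871; 100% = SEW2871 at its EC100 plus forskolin at EC80; some compounds past the cut are filed as inactive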
HER2 expr 66K: inhibitors of human Her2 kinase expression; HER2 level % of control, % at 10 µM; SKBR-3 HER2 protein level, AlphaScreen, 18-24 h; stronger effect = lower value; AID 645; 0.69% of 65,000 active; P04626;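 active = HER2 level under 5% of the carrier-only control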;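 note: 100% = DMSO carrier and 0% = 500 nM PU-H71 HSP90 inhibitor; lower value means stronger loss of Her2 protein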
The depositor's hits bear a star; . = no result given.

SMILES	HEK293 NFkB inh	M1 antag	M1 agonist	HTR1E agonist	Jurkat tox 60K	5HT1E antag	S1P3 ag	S1P1 ag pot	HER2 expr 66K
CC1Cc2ccccc2N1C(=O)C1CCN(S(=O)(=O)c2cccs2)CC1 (centres undefined)	-0.8	-0.123	-0.762	-1.4	-1.4	1.1	-1.7	4.7	120.3
Nc1c2c(nc3ccccc13)N(c1ccccc1)CC2	.	-1.02	-0.718	-0.8	.	-9.8	-4.6	12.1	61.3
CC(=O)c1cc(OC(=O)c2ccncc2)ccc1OC(=O)c1ccncc1	15.8	0.555	4.38*	-0.1	9.7	1.7	0.0	-18.9	169.9
c1csc(CNc2ncnc3nc[nH]c23)c1	14.0	0.119	0.47	0.8	3.6	-10.3	-1.3	0.7	60.1
OCC1(C2=NOC(O)(C(F)(F)F)C2)CCCCC1 (centres undefined)	12.5	0.118	-0.391	0.6	.	-7.2	.	.	67.6
CSc1cccc(NC(=O)CN(c2ccc(C)cc2C)S(C)(=O)=O)c1	0.3	0.309	0.134	-0.5	-1.4	3.2	0.4	-5.0	81.0
Cc1cc(C)n(-c2ccc(C(=O)OCC(=O)NCc3ccco3)cc2)n1	7.2	-0.00988	-0.584	0.5	-3.0	2.7	-0.7	-14.9	135.3
Cc1ccc(S(=O)(=O)N(C)CC(=O)Nc2cccc(C)n2)cc1	5.7	-0.619	-0.743	-0.8	-1.9	6.6	-0.5	.	113.5
COCCCn1c2nc3ccccc3nc2c2c(=O)n(-c3ccccc3OC)cnc21	16.5	0.266	0.558	-1.0	-1.6	-5.6	-0.2	-6.0	109.1
CCOC(=O)CCSc1nc(C)cc(C(F)(F)F)c1C#N	-9.2	0.329	0.0564	-1.3	4.3	-0.6	-0.2	.	98.7
Cc1nc(NC(CC(C)C)C(=O)O)c2nc(C)oc2n1 (centres undefined)	8.3	-1.47	0.909	-1.1	9.5	7.5	-1.2	-5.9	122.9
COc1cccc(NC(=O)N2CCN(c3ccc(C(F)(F)F)cn3)CC2)c1	21.8	-0.624	-0.0172	-0.4	20.3	4.2	-1.3	2.6	80.3
c1ccc(N2CCN(Cc3cn4cccnc4n3)CC2)cc1	-7.6	-0.092	0.266	58.8*	-4.7	6.9	-0.2	-2.5	114.0
O=C(Nc1cccnc1)C1(F)C(F)(F)C(F)(F)C(F)(F)C(F)(F)C1(F)F	9.3	-0.728	0.494	-1.5	-0.2	12.6	-1.2	-8.6	58.4
O=c1[nH]cnc2scc(-c3ccsc3)c12	9.5	0.125	1.34	-0.9	.	6.1	.	.	97.6
Cc1c(N=Cc2cccs2)c(=O)n(-c2ccccc2)n1C	6.8	-0.962	-1.07	-0.4	5.0	-5.2	-1.9	-26.1	84.8
Cc1ccc(S(=O)(=O)NC(=NC(C)C(=O)O)c2ccccc2)cc1 (centres undefined)	10.3	0.171	-0.328	-0.1	-7.1	4.4	-1.3	-13.6	124.6
COc1ccc(C(c2sc3nc(C)nn3c2O)N2CCc3ccccc3C2)cc1 (centres undefined)	4.2	0.176	-0.799	0.6	3.4	-4.2	-0.8	-12.8	85.9
CCN(CC)C(=O)CSc1nnc([C@@H](N)Cc2ccccc2)o1	3.9	0.00317	-1	-0.1	2.1	5.3	-1.4	8.9	120.0
CCOC(=O)N1CCC(N(C(=O)Nc2cccc(OC)c2)C(C)CC)CC1 (centres undefined)	13.6	-0.439	0.134	-0.6	0.5	-14.9	-0.8	0.8	118.3
O=C(O)CCCc1ccccc1	.	0.279	0.327	0.7	.	-0.8	2.2	-10.8	92.6
C=CCSc1nc2c(cc1C#N)CCC2	20.0	-1.37	0.105	-0.7	8.1	5.8	-0.1	1.6	138.2
Cc1cc(C)cc(NC(=O)C2CCN(c3nc(C)cc(C)n3)CC2)c1	13.9	0.673	0.0322	-0.1	-1.4	-0.6	-0.7	1.7	110.8
COc1cc(NS(=O)(=O)c2ccccc2)ccc1-n1nc(C)cc1C	0.9	0.285	-0.04	0.4	-5.1	-6.2	-0.5	.	99.4
COCCNc1ncnc2c1cnn2-c1ccc(Cl)cc1	.	-1.05	0.885	0.3	.	-1.9	-2.4	-44.2	98.4
CN(C)c1cccc(NC(=O)Cc2ccc(F)cc2)c1	14.0	0.571	0.169	0.3	-0.3	-5.6	-1.7	-12.4	84.0
CN1CCN(S(=O)(=O)c2ccc(N(C)Cc3cccs3)nc2)CC1	21.7	-0.0675	-0.413	-0.7	1.6	-5.9	0.4	-42.3	76.1
N=c1c[n+](-c2ccc(Cl)cc2)[n-]o1	17.5	0.219	-0.026	-1.2	-1.3	15.8	-0.3	-25.5	67.6
O=C(Nc1ccc2c(c1)OCCO2)C1CCN(S(=O)(=O)Cc2ccccc2)CC1	10.4	-0.414	-0.408	-0.5	-10.0	-2.3	-0.1	-7.3	37.6
Cc1ccc(-c2cc(-c3ccccc3Cl)[nH]n2)c(O)c1	-36.0	0.22	0.124	0.4	3.0	2.0	0.1	-1.5	63.0
COC(=O)c1sc(N)c(C(=O)OC)c1COC(=O)C1CC(=O)N(Cc2ccco2)C1 (centres undefined)	7.6	-0.48	0.923	0.8	3.6	6.2	0.3	3.7	61.5
N#Cc1c(SCC(N)=O)nc(-c2ccccc2)c2c1CCCC2	10.0	0.626	0.212	-0.2	8.4	11.4	-0.6	-18.8	117.7
COc1cc(C(=O)N(CCCO)Cc2cc3ccc(C)c(C)c3[nH]c2=O)cc(OC)c1OC	3.7	-0.123	0.137	-0.3	-6.9	-8.5	-0.3	-17.7	119.5
COc1ccc(S(=O)(=O)Nc2cc(C)ccc2OC)cc1C	7.6	-0.102	-0.968	-0.2	8.9	22.4	-1.1	9.4	87.9
N#Cc1ccccc1CSc1nc2ncc(Br)cc2[nH]1	3.5	-0.0121	-0.00859	-0.3	1.3	4.5	0.5	-11.1	110.6
Cn1nnnc1NCc1c(F)cccc1Cl	15.7	0.712	0.0311	-0.2	4.7	-4.5	-0.8	-12.7	84.8
COc1ccc(N(C(=O)c2ccco2)C(C(=O)NC2CCCC2)c2ccc(N(C)C)cc2)cc1 (centres undefined)	10.3	-0.00299	0.271	-0.8	9.3	17.3	-1.2	20.6	132.5
O=C(C1Cc2ccccc2O1)N1CCCCC1 (centres undefined)	7.8	0.881	-0.469	0.7	4.8	18.4	-1.3	2.0	96.2
CCc1ccccc1S(=O)(=O)Cc1ccc(C(=O)NCc2ccc3c(c2)OCO3)o1	9.7	-1.19	1.84	0.7	7.0	8.0	-0.3	17.4	56.8
COc1ccc(OC)c2[nH]c(=O)c(CCNC(=O)COc3ccccc3)cc12	-5.3	-0.503	-0.0332	-0.4	-3.3	2.7	0.0	-22.1	87.2

Single records (already shown). Values in the order: HEK293 NFkB inh	M1 antag	M1 agonist	HTR1E agonist	Jurkat tox 60K	5HT1E antag	S1P3 ag	S1P1 ag pot	HER2 expr 66K
Cc1cc(C)n(-c2ccc(C(=O)OCC(=O)NCc3ccco3)cc2)n1 is listed with 7.2	-0.00988	-0.584	0.5	-3.0	2.7	-0.7	-14.9	135.3
Nc1c2c(nc3ccccc13)N(c1ccccc1)CC2 is listed with .	-1.02	-0.718	-0.8	.	-9.8	-4.6	12.1	61.3
O=C(Nc1cccnc1)C1(F)C(F)(F)C(F)(F)C(F)(F)C(F)(F)C1(F)F is listed with 9.3	-0.728	0.494	-1.5	-0.2	12.6	-1.2	-8.6	58.4

(continued)
SMILES	HEK293 NFkB inh	M1 antag	M1 agonist	HTR1E agonist	Jurkat tox 60K	5HT1E antag	S1P3 ag	S1P1 ag pot	HER2 expr 66K
CCCc1cc(=O)n2[nH]cnc2n1	-0.6	0.194	0.3	0.5	-3.0	-4.6	-0.5	-18.0	88.1
Cn1nnnc1SCc1cccc(CSc2nnnn2C)n1	3.6	0.0644	-0.454	0.0	-4.4	8.5	-0.2	-11.1	99.6
COCCNC(=O)c1cc2c(-c3ccccc3F)nn(C)c2s1	-1.7	-0.398	0.00585	-1.0	-5.7	3.1	-0.9	-31.3	68.0
COc1ccccc1CC(=O)NCC1CCCO1 (centres undefined)	11.3	0.298	0.00905	0.5	7.0	9.6	-2.1	-5.5	112.8
COc1cccc(OC)c1OCCCOc1c(OC)cccc1OC	-0.5	0.188	1.16	0.3	-2.1	3.4	0.2	.	130.8
CCc1ccc(N(CC(=O)NC2CCCC2)S(=O)(=O)c2c(C)noc2C)cc1	19.7	-0.271	-0.0237	0.7	-1.0	7.8	-1.2	12.4	99.2
COC(=O)c1cccc(CSc2nnc(C)s2)c1	-5.1	0.935	0.35	1.0	7.9	-7.0	-0.5	-5.5	73.7
CCOc1ccc(NS(=O)(=O)c2ccc3[nH]cc(C(=O)NCCOC)c(=O)c3c2)cc1	3.1	-0.291	-0.446	0.4	0.5	-4.6	-1.5	-6.0	73.5
CCCCOc1ccc(C(C)(O)CCN2CCOCC2)cc1 (centres undefined)	19.7	-1.77*	0.577	-0.2	4.8	2.5	-2.0	21.3	117.0
O=C(CC1C(=O)NCCN1C(=O)c1ccc(F)cc1)OCc1ccccc1 (centres undefined)	10.6	-0.0212	-0.283	0.1	5.3	-4.9	-0.5	-6.6	98.0
N#Cc1nc(COc2ccccc2F)oc1N1CCCCCC1	10.8	-1.88*	0.389	0.4	-2.3	5.4	-0.5	27.3	88.2
COC(=O)c1cc2ccsc2n1CC(=O)Nc1cc(Cl)ccc1OC	12.1	0.141	-0.128	-1.1	86.0*	6.8	-1.3	30.6	59.1
O=C(CSc1nnc(-c2csc3c2CCCC3)o1)Nc1ccccc1	-51.0	0.0352	0.00632	0.8	2.9	-5.4	-1.4	-0.2	84.1

In a second layout: results already given.
Sequence of screens: HEK293 NFkB inh | M1 antag | M1 agonist | HTR1E agonist | Jurkat tox 60K | 5HT1E antag | S1P3 ag | S1P1 ag pot | HER2 expr 66K
Cc1ccc(S(=O)(=O)NC(=NC(C)C(=O)O)c2ccccc2)cc1 (centres undefined)
    10.3 | 0.171 | -0.328 | -0.1 | -7.1 | 4.4 | -1.3 | -13.6 | 124.6
COc1ccc(C(c2sc3nc(C)nn3c2O)N2CCc3ccccc3C2)cc1 (centres undefined)
    4.2 | 0.176 | -0.799 | 0.6 | 3.4 | -4.2 | -0.8 | -12.8 | 85.9

Assay outcomes: PubChem, several laboratories
